AID772 – HT29 colon tumor cell growth inhibition, primary screen, imaging, high content imaging, 72 h, CellTiter-Glo (AID 772). growth inhibition, % at 10 µM. HT29 cell growth, HCS imaging cell count, 72 h; active compounds read high. hit rate 0.6% among 3,300;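 active = growth inhibition above 90%, meaning viable cell count cut by more than 90% versus vehicle controls; inactive = growth inhibition below 90%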
HT29 cell growth-1 – HT29 colon tumor cell growth inhibition, primary screen, imaging, high content imaging, 24 h, CellTiter-Glo (AID 770) | HT29 cell number by imaging, 24 h; active compounds read high | growth inhibition, % at 10 µM | 3,300 tested, under 10 active;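 active = growth inhibition above 90% in viable cell count at a single dose; inactive = growth inhibition below 90%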
AID364 – cytotoxicity toward Jurkat T cells, primary screen, cell-based, Jurkat E6.1, NIH starter set (AID 364); Jurkat E6.1 viability, ATP luminescence, 48 h; higher % means a stronger effect; inhibition, % at 4 µM, or CC50 in µM where a hit was titrated; hit rate 2% among 3,300;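 active = concentration giving half-maximal inhibition at or below 20 micromolar; inactive = half-maximal concentration above 20 micromolar, or not dose tested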;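 also: 100% = cells treated with 4 µM doxorubicin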
A549 proliferation – A549 NSCLC cell proliferation inhibitors – ATP luminescence, human non-small cell lung line, primary screen (AID 371); A549 growth inhibition, ATP luminescence; active compounds read high; growth inhibition, % at 10 µM; hit rate 8.4% among 3,300;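 active = mean growth inhibition over the two runs of 50% or more; inactive = mean growth inhibition under 50%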;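 also: compound exposure lasted 72 h before the ATP read; 0% = untreated cell signal and 100% = no luminescence left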
HT29 cell growth-2 – HT29 colon tumor cell growth inhibition, primary screen, imaging, high content imaging, 48 h, CellTiter-Glo (AID 771); growth inhibition, % at 10 µM; HT29 cell growth, HCS imaging cell count, 48 h; active compounds read high; hit rate 2% among 3,300;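 active = growth inhibition above 90%, meaning viable cell count by imaging cut by more than 90% versus vehicle controls; inactive = growth inhibition below 90%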;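 also: percent fewer viable cells counted by imaging than vehicle controls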
HT29 cell growth-1 condensed nuclei – recorded beside HT29 cell growth-1, whose call it bears; condensed nuclei, %; measured here: percent cells with condensed nuclei;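 share of cells whose nuclear area falls below control median minus 1.5 SD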
HT29 cell growth-1 ATP viability – recorded beside HT29 cell growth-1, whose call it bears; growth inhibition, %; measured here: ATP CellTiter-Glo viability
HT29 cell growth-2 condensed nuclei – recorded beside HT29 cell growth-2, whose call it bears; condensed nuclei, %; measured here: percent cells with condensed nuclei;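 condensed means Hoechst nuclear area under control median minus 1.5 SD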
HT29 cell growth-2 ATP viability – second read-out of HT29 cell growth-2, no call of its own (marks repeat the call); growth inhibition, %; measured here: ATP CellTiter-Glo viability inhibition
AID772 condensed nuclei – recorded beside AID772, whose call it bears; condensed nuclei, %; measured here: percent cells with condensed nuclei;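 condensed means nuclear area below control median minus 1.5 SD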
AID772 second – recorded beside AID772, whose call it bears; growth inhibition, %; measured here: ATP CellTiter-Glo viability
Active calls of the source: *; . = not tested or not shown; & = joins results of further samples. Some of the compounds tested; rates above refer to the full screens.

Short forms – A = AID772; B = AID772 condensed nuclei; C = AID772 second; D = HT29 cell growth-1; E = HT29 cell growth-1 condensed nuclei; F = HT29 cell growth-1 ATP viability; G = AID364; H = A549 proliferation; I = HT29 cell growth-2; J = HT29 cell growth-2 condensed nuclei; K = HT29 cell growth-2 ATP viability
#1 O=c1[nH]c(=O)n(-c2cccc(Cl)c2)c(O)c1C=NCCN1CCCCC1
  A = 30 | B = 3 | C = 9 | D = -1 | E = 4.9 | F = -3 | G = 4% | H = 5 | I = 30 | J = 3.8 | K = 2
#2 COCC(C)OC(=O)c1c(N)n(Cc2ccco2)c2nc3ccccc3nc12 (stereo not given)
  A = 44 | B = 1 | C = 20 | D = 23 | E = 3.3 | F = 14 | G = 2% | H = 14 | I = 19 | J = 4.3 | K = 3
#3 CC1CCC(C(C)C)C(OP(N)(=O)c2ccccc2)C1 (stereo not given)
  A = 2 | B = 10 | C = -10 | D = 28 | E = 4.0 | F = 14 | G = 6% | H = 17 | I = 10 | J = 11 | K = -6
#4 CCCCCCn1c(O)c(C=NCCCn2ccnc2)c(=O)[nH]c1=O
  A = -42 | B = 4 | C = -26 | D = -48 | E = 2.9 | F = -15 | G = 13% | H = 8 | I = 0 | J = 1.1 | K = -1
#5 O=c1[nH]c(=O)n(C2CCCCC2)c(O)c1C=NCCCn1ccnc1
  A = -57 | B = 6 | C = -12 | D = 0 | E = 3.0 | F = -7 | G = 4% | H = 4 | I = -31 | J = 1.9 | K = -8
#6 OC1(c2ccc(F)cc2)CCNC1 (stereo not given)
  A = -47 | B = 7 | C = -15 | D = 6 | E = 1.4 | F = -12 | G = -2% | H = -3 | I = 23 | J = 0.8 | K = -5
#7 O=c1[nH]c2ccccc2n1C1CCN(CCCC(c2ccc(F)cc2)c2ccc(F)cc2)CC1
  A = 29 | B = 1 | C = -24 | D = 10 | E = 2.4 | F = -23 | G = 14% | H = 93* | I = 47 | J = 2.0 | K = .
#8 O=c1[nH]c(=O)n(Cc2ccccc2)c(O)c1C=NCCN1CCOCC1
  A = -2 | B = 7 | C = 9 | D = -21 | E = 1.9 | F = -1 | G = 6% | H = -6 | I = -10 | J = 2.4 | K = -2
#9 CCOC(=O)[C@@]1(C#N)[C@@H]2C=CC(C(N)=O)=CN2[C@@H](C(N)=O)[C@@H]1c1cccc(Cl)c1
  A = -40 | B = 6 | C = -25 | D = -2 | E = 3.5 | F = 2 | G = 2% | H = 0 | I = 1 | J = 1.6 | K = -5
#10 C[N+]1(C)[C@@H]2CC[C@H]1CC(OC(=O)C(CO)c1ccccc1)C2 (stereo not given in full)
  A = -49&30 | B = 5&2 | C = -40&-2 | D = 11&35 | E = 3.1&5.8 | F = -12&-16 | G = -5%&2% | H = 4&-12 | I = 21&19 | J = 1.4&1.8 | K = .

2 compounds drawn at random from the list so far:
Short forms – A = AID772; B = AID772 condensed nuclei; C = AID772 second; D = HT29 cell growth-1; E = HT29 cell growth-1 condensed nuclei; F = HT29 cell growth-1 ATP viability; G = AID364; H = A549 proliferation; I = HT29 cell growth-2; J = HT29 cell growth-2 condensed nuclei; K = HT29 cell growth-2 ATP viability
#1 O=c1[nH]c(=O)n(-c2cccc(Cl)c2)c(O)c1C=NCCN1CCCCC1
  A = 30 | B = 3 | C = 9 | D = -1 | E = 4.9 | F = -3 | G = 4% | H = 5 | I = 30 | J = 3.8 | K = 2
#2 COCC(C)OC(=O)c1c(N)n(Cc2ccco2)c2nc3ccccc3nc12 (stereo not given)
  A = 44 | B = 1 | C = 20 | D = 23 | E = 3.3 | F = 14 | G = 2% | H = 14 | I = 19 | J = 4.3 | K = 3

Among those listed so far, four have a halogen.
Short forms – A = AID772; B = AID772 condensed nuclei; C = AID772 second; D = HT29 cell growth-1; E = HT29 cell growth-1 condensed nuclei; F = HT29 cell growth-1 ATP viability; G = AID364; H = A549 proliferation; I = HT29 cell growth-2; J = HT29 cell growth-2 condensed nuclei; K = HT29 cell growth-2 ATP viability
#1 O=c1[nH]c(=O)n(-c2cccc(Cl)c2)c(O)c1C=NCCN1CCCCC1
  A = 30 | B = 3 | C = 9 | D = -1 | E = 4.9 | F = -3 | G = 4% | H = 5 | I = 30 | J = 3.8 | K = 2
#6 OC1(c2ccc(F)cc2)CCNC1 (stereo not given)
  A = -47 | B = 7 | C = -15 | D = 6 | E = 1.4 | F = -12 | G = -2% | H = -3 | I = 23 | J = 0.8 | K = -5
#7 O=c1[nH]c2ccccc2n1C1CCN(CCCC(c2ccc(F)cc2)c2ccc(F)cc2)CC1
  A = 29 | B = 1 | C = -24 | D = 10 | E = 2.4 | F = -23 | G = 14% | H = 93* | I = 47 | J = 2.0 | K = .
#9 CCOC(=O)[C@@]1(C#N)[C@@H]2C=CC(C(N)=O)=CN2[C@@H](C(N)=O)[C@@H]1c1cccc(Cl)c1
  A = -40 | B = 6 | C = -25 | D = -2 | E = 3.5 | F = 2 | G = 2% | H = 0 | I = 1 | J = 1.6 | K = -5

The results go on:
Short forms – A = AID772; B = AID772 condensed nuclei; C = AID772 second; D = HT29 cell growth-1; E = HT29 cell growth-1 condensed nuclei; F = HT29 cell growth-1 ATP viability; G = AID364; H = A549 proliferation; I = HT29 cell growth-2; J = HT29 cell growth-2 condensed nuclei; K = HT29 cell growth-2 ATP viability
#11 Nc1c(C(=O)NCc2ccco2)c2nc3ccccc3nc2n1CCN1CCCCC1
  A = 73 | B = 30 | C = 94 | D = 52 | E = 3.2 | F = 44 | G = 10% | H = 92* | I = 97* | J = 16* | K = 86*
#12 COC(=O)C(O)(c1ccc(NC(=O)c2ccco2)c(OC)c1)C(F)(F)F (stereo not given)
  A = 5 | B = 16 | C = -1 | D = 0 | E = 2.5 | F = 12 | G = -6% | H = 2 | I = -17 | J = 3.3 | K = -5
#13 COc1cc2[nH]c(=O)n(-c3cccc(Cl)c3)c(=O)c2cc1OC
  A = -1 | B = 14 | C = 5 | D = -6 | E = 1.5 | F = 4 | G = -7% | H = 4 | I = 9 | J = 1.6 | K = 8
#14 O=c1[nH]c(=O)n(Cc2ccccc2)c(O)c1C=NCCN1CCNCC1
  A = -2 | B = 5 | C = -32 | D = 21 | E = 4.7 | F = -5 | G = -6% | H = 5 | I = 30 | J = 3.0 | K = -8

Look-ups from the list.
entry 11 in AID772 second shows 94
entry 14 in AID772 condensed nuclei shows 5

Screens as filed in PubChem BioAssay.
